# TDP1 inh: inhibitors of human tyrosyl-DNA phosphodiesterase TDP1; recombinant TDP1, AlphaScreen DNA substrate cleavage; Potency, µM (top dose mostly 130 µM), without a hit: at the highest dose activity change, negative = inhibition, most hits filed as inhibitors; actives 0.28% (n = 350,000); also: nearly all actives have a fitted effect of over 40% in size
# Target sequence (Q9NUW8 whole entry, looked up): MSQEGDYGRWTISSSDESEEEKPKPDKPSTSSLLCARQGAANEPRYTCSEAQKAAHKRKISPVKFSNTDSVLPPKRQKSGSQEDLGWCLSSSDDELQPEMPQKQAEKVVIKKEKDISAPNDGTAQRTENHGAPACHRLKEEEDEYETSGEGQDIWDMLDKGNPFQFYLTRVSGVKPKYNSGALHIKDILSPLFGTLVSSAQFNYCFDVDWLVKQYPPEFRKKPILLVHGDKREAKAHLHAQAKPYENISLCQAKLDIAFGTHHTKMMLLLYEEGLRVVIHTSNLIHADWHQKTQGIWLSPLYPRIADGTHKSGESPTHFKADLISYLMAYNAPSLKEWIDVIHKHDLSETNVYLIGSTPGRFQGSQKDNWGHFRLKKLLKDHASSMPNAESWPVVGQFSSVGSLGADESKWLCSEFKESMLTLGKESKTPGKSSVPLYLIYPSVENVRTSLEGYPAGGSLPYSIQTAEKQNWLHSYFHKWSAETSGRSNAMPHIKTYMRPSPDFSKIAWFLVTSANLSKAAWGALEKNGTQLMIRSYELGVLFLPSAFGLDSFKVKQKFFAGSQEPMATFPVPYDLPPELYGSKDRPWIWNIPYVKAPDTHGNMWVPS
#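 AlphaScreen read-out: signal falls as enzyme removes the 3' tyrosine-FITC from a 5'-biotinylated DNA oligo (15 nM, 5 min, RT). Enzyme was E. coli-made recombinant Tdp1 at 1 nM, exposed to compound for 15 min beforehand; beads 10 ug/ml, 10 min.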
# DT40 TDP1 no CPT: qHTS for Inhibitors of human tyrosyl-DNA phosphodiesterase 1 (TDP1): qHTS in cells in absence of CPT; DT40 Tdp1-/- hTDP1 cells, no CPT, ATP luminescence, 48 h; Potency, µM (series often up to 46.2 µM), without a hit: top-dose activity change, negative = growth inhibition, usual class: inhibitors; actives 15% (n = 420,000); AID 686978, 2013; also: nearly all actives have a fitted effect of over 55% in size
#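 DT40 Tdp1-/-;hTDP1 cells, no CPT (DMSO vehicle only), 400 cells/well; compounds pin-transferred; ≥48 hr, 37 °C; CellTiter-Glo 30 min RT dark, luminescence read.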
# DT40 TDP1 CPT: DT40-hTDP1 cell growth loss with CPT; chicken DT40 Tdp1-/-;hTDP1 cells + 20 nM CPT, ATP luminescence, 48 h; Potency, µM (highest dose often 46.2 µM), without a hit: at the top dose activity change, negative = growth inhibition, actives largely listed as inhibitors; actives 12% (n = 420,000); also: nearly all actives have a fitted effect of over 55% in size
#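 Chicken DT40 Tdp1-/- cells stably complemented with human TDP1 were seeded at 400 cells/well in medium containing 20 nM camptothecin, exposed to pin-transferred compounds, and grown at 37 °C for at least 48 hr. Viability was read as ATP luminescence.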
# Starred values were filed as active, the others as inactive; ? = inconclusive; · = not tested or not shown; [ ] = remark or other dose. Calls follow the shape of the dose curve; as a rule, active = well fitted curve in the direction sought with a large enough effect; inconclusive = small, poorly fitted or top-dose-only effect, or another doubt; inactive = no such curve, though single readings can be large; an effect the other way counts as inactive or inconclusive. % is scaled to controls: 0 for no effect and ±100 for the full control effect; potency is read from the fitted curve at half-maximal effect.
entry	Compound	TDP1 inh	DT40 TDP1 no CPT	DT40 TDP1 CPT
1	O=C(COC(=O)Cc1ccc(Cl)cc1)Nc1ccccc1F	1%	-2%	-5%
2	Cc1cc(S(=O)(=O)N2CCCCCC2)c(Cl)cc1Cl	-9%	?	-21%
3	COc1ccc(NC(=O)C(=O)NCC(c2ccco2)N2CCc3ccccc3C2)cc1OC (stereo not given)	·	?	?
4	Cc1ccc(CNC(=O)CN2C(=O)CSc3ccc(S(=O)(=O)N4CCCC4)cc32)cc1	5%	?	-27%
5	O=C(CCNC(=O)Cn1ccc2ccccc2c1=O)NCCc1ccccc1Cl	3%	-8%	?
6	CC(C)CNC(=O)c1cccc(NC(=O)Cc2ccc(Cl)cc2)c1	8%	?	-12%
7	O=C(NCc1cccnc1)Nc1cccc(NC(=O)NCc2cccnc2)c1F	·	13%	-5%
8	COc1ccccc1C(=O)C1CCCN(C(=O)c2cc(C(C)C)no2)C1 (stereo not given)	1%	-2%	-16%
9	CC(=O)N1CCCc2ccc(NS(=O)(=O)c3cccc(Cl)c3)cc21	6%	-28%	-1%
10	O=C(NC(=S)Nc1cccc(Cl)c1N1CCCCC1)c1ccco1	4%	?	?
11	Clc1ccc(/C=N/NC2=Nc3cccc4cccc2c34)cc1	0%	?	?
12	Cc1ccnc2nc(NC(=O)c3ccco3)nn12	0%	5%	0%
13	N#CCc1ccc(OC(=O)Nc2ccccc2)cc1	·	-2%	2%
14	COc1cc(NC(=O)c2cccs2)c(OC)cc1NC(=O)c1ccco1	-5%	-18%	-11%
15	COc1ccc(C(=O)NCC(=O)N/N=C/c2cccnc2)cc1OC	0%	0%	5%
16	CCOC(=O)c1ccccc1NC(=O)CC(C)CC(=O)O (stereo not given)	1%	-25%	-4%
17	CN1CCc2ccccc2C1Cc1ccccc1NC(=O)c1sc2ccccc2c1Cl (stereo not given)	5%	6.5µM*	?
18	O=C(NNC(=O)C1CCCO1)c1ccc([N+](=O)[O-])cc1 (stereo not given)	-15%	1%	7%
19	O=C(COC(=O)c1cc(=O)[nH]c(=O)[nH]1)Nc1cccc(S(=O)(=O)N2CCCCC2)c1	3%	9%	7%
20	CC1=C(C(=O)Nc2ccc(C)cn2)C(c2cnn(C)c2)C2=C(CCCC2=O)N1 (stereo not given)	3%	-2%	-6%
21	COc1cc(OC)c(N(C)S(=O)(=O)c2cccc(C(=O)OCC(=O)c3c[nH]c4ccccc34)c2)cc1Cl	7%	23µM*	?
22	Cc1cc(C)cc(OCC(=O)NNC(=O)CN2C(=O)c3ccccc3C2=O)c1	5%	-9%	7%
23	O=C(Cc1ccc(F)cc1)Nc1ccc2[nH]ncc2c1	·	?	3%
24	O=C(C1CCC(Cn2c(=O)c3sccc3n(Cc3cccc(F)c3)c2=O)CC1)N1CCCCC1 (stereo not given)	8%	5.8µM*	?
25	Nc1nc2c(ncn2[C@@H]2O[C@H](COP(=O)(O)OP(=O)(O)OP(=O)(O)O)[C@@H](O)C2O)c(=O)[nH]1 (stereo not given in full)	12%	?	?
26	COc1ccc(CCNC(=O)CCc2cn(C)c3ccccc23)c(OC)c1	·	?	?
27	CCOc1ccc(N2CC(C(=O)Nc3nnc(Cc4ccccc4)s3)CC2=O)cc1 (stereo not given)	1%[0.0935 µM]	-20%	-5%
28	Cc1ccc(CNC(=O)CSc2ccc(-c3sc(-c4ccccc4)nc3C)nn2)cc1	0%	-24%	-26%
29	O=C(CCNC(=O)c1ccco1)Nc1cccc(Br)c1	0%	4%	-1%
30	Cc1cc(NC(=O)COc2ncnc3sc(C)c(C)c23)no1	0%	-19%	-24%
31	COc1cccc(CNC(=O)c2ccc(CS(=O)(=O)Cc3ccccc3C)o2)c1	1%	23µM*	29µM*
32	O=C(Nc1cccc(Cl)c1N1CCOCC1)c1ccc([N+](=O)[O-])o1	2%	?	?
33	CCOC(=O)c1ccc(-c2ccc(C3Nc4ccccc4C(=O)N3O)o2)cc1 (stereo not given)	10%	?	?
34	COCc1cc(C)nc(SCc2ccc([N+](=O)[O-])cc2)c1C#N	·	-16%	-22%
35	CC1(C)CC(=O)C=C(Nc2ccc(F)cc2)C1	2%	-12%	-11%
36	COc1cc(C(=O)N(CCc2ccccc2)C2CC3CCC(C2)N3C)cc(OC)c1OC (stereo not given)	2%	-28%	-9%
37	Cc1cccc(-n2ncc3c(N4CCN(CCO)CC4)ncnc32)c1	-5%	?	?
38	COc1cccc(CNC(=O)C2CCC(CNS(=O)(=O)c3cccs3)CC2)c1 (stereo not given)	2%	-28%	-7%
39	C/C(=C\C(=O)C(F)(F)F)Nc1ccc(C)cc1	-3%	-19%	-4%
40	CCc1c(O)nc(SCC(=O)Nc2ccc(C)cc2)n(C2CCCCC2)c1=O	8%	-3%	-6%
41	CC(C)[C@H](NC(=O)c1ccccc1)C(=O)OCC(=O)NCc1ccc2c(c1)OCO2	0%	?	28%
42	N[C@@H](Cc1ccc(O)cc1)C(=O)O	-4%	-8%	9%
43	Cc1c(Cl)cccc1NC(=O)CSc1nnc(CCNC(=O)OC(C)(C)C)o1	-1%	-28%	1%
44	CC(C)CCNC(=O)c1cc(-c2cccs2)nc2ccccc12	·	?	?
45	Cc1ccccc1NC(=S)/C(=C(\[O-])c1ccc(C)c([N+](=O)[O-])c1)[n+]1ccccc1	5%	?	?
46	O=C(CNC(=O)C1COc2ccccc2O1)N/N=C/c1ccc(O)cc1O (stereo not given)	3%	6.5µM*	6.5µM*
47	O=C(c1cc([N+](=O)[O-])ccc1N1CCOCC1)N1CCOCC1	0%	19%	-13%
48	COc1cccc(C2=NOC(C(=O)Nc3ccc4c(c3)OCO4)C2)c1 (stereo not given)	2%	-10%	-14%
49	NC(=O)c1sc2nc3c(c(-c4ccco4)c2c1N)CCC3	6%	14µM*	?
50	O=C(CN1C(=O)NC2(CCCCCC2)C1=O)NCc1cccs1	3%	0%	0%
51	CCCC(=O)OCCNC(=O)c1cc2ccccc2oc1=O	2%	-11%	-18%
52	CCOC(=O)C1CCN(C(C(=O)Nc2ccc3c(c2)OCCO3)c2ccccc2)CC1 (stereo not given)	1%	-26%	-18%
53	O=C(N/N=C/c1ccc[nH]1)c1ccccc1O	0%	-10%	26%
54	Cc1ccccc1N(CC(=O)NC1CCCC1)C(=O)C1(C)CC(=O)N=C2C=CC=CN21 (stereo not given)	1%[56.1 µM]	2%	2%
55	Cc1ccc(N2C(=O)C(NC(=O)c3ccccc3)(C(F)(F)F)C3=C2CC(C)(C)CC3=O)cc1 (stereo not given)	3%	?	5%
56	Cc1c(CC(=O)NC(C)C)c(=O)oc2cc3c(cc12)CCC(C)(C)O3	·	?	21µM*

# Next part:
entry	Compound	TDP1 inh	DT40 TDP1 no CPT	DT40 TDP1 CPT
57	Cn1nc(C(=O)Nc2ccccc2)c2c1-c1ccccc1S(=O)(=O)C2	3%	-20%	?
58	O=C(CCCOc1ccccc1)NC1CCCc2ccccc21 (stereo not given)	5%	?	-29%
59	Cc1cccn2c(=O)c(-c3nnn[nH]3)cnc12	·	-12%	5%
60	N#CC(c1ccccn1)(c1ncc(C(F)(F)F)cc1Cl)N1CCOCC1 (stereo not given)	2%	-10%	-7%
61	O=C(N/N=C/c1ccc2ncccc2c1)c1cc(-c2cccs2)nc2ccccc12	·	3.3µM*	2.9µM*
62	CN(C)S(=O)(=O)c1ccc(NC(=O)/C=C/c2ccccc2Cl)cc1	1%	23µM*	?
63	Cn1c(=O)c2c(-c3ccccc3)n(-c3ccccc3N)cc2n(C)c1=O	·	?	?
64	O=C(c1cc(C(F)(F)F)cc(C(F)(F)F)c1)N1CCC2(CCN(Cc3ccncc3)CC2)CC1	·	?	?

# Whole records from above. Order of values: TDP1 inh | DT40 TDP1 no CPT | DT40 TDP1 CPT
# Cn1nc(C(=O)Nc2ccccc2)c2c1-c1ccccc1S(=O)(=O)C2 as listed: 3% | -20% | ?
# O=C(c1cc(C(F)(F)F)cc(C(F)(F)F)c1)N1CCC2(CCN(Cc3ccncc3)CC2)CC1 as listed: · | ? | ?
# Cc1cccn2c(=O)c(-c3nnn[nH]3)cnc12 as listed: · | -12% | 5%
# Cn1c(=O)c2c(-c3ccccc3)n(-c3ccccc3N)cc2n(C)c1=O as listed: · | ? | ?
# O=C(CCCOc1ccccc1)NC1CCCc2ccccc21 (stereo not given) as listed: 5% | ? | -29%

# Next section
entry	Compound	TDP1 inh	DT40 TDP1 no CPT	DT40 TDP1 CPT
65	O=C(CCS(=O)(=O)c1ccccc1)Nc1ccc(Cl)cn1	-13%	-13%	-3%
66	CC(C)c1ccc(N2C(=O)CC(NNC(=O)c3ccccc3Cl)C2=O)cc1 (stereo not given)	·	-20%	-1%
67	COc1ccc(C(=O)c2c(-c3cccc(C)c3)oc3ccc(N4CCOCC4)cc23)cn1	·	15µM*	?
68	CCCOc1ccc(OC(=O)c2c(-c3ccccc3Cl)noc2C)cc1	-5%	-14%	-11%
69	O=C(NCc1cccnc1)c1cccc(S(=O)(=O)NCc2ccccc2)c1	-5%	2%	0%
70	CCOc1ccc(Cl)cc1C1=CC(=O)C[C@H](c2ccc(OC)cc2)C1	-7%	4.1µM*	2.9µM*
71	Cc1ccc(Cc2c(-c3ccc(Br)cc3)nc3ccc(Cl)cn23)cc1	·	?	?
72	CCOC(=O)c1ccc(S(=O)(=O)N2CCN(C/C=C/c3ccccc3)CC2)cc1	1%	13µM*	?
73	CS(=O)(=O)c1ccc2nc(NC(=O)C3CC(=O)N(c4ccc(F)cc4)C3)sc2c1 (stereo not given)	·	0%	13%
74	O=C(NCc1ccco1)c1cccc2c1C(=O)c1ccc(/C=C/c3ccccc3)cc1S2(=O)=O	32µM*	23µM*	?
75	COC(=O)COc1ccc(/C=C2\SC(=O)N(CC(=O)Nc3ccccc3F)C2=O)cc1	·	2%	0%
76	CN(CC(=O)Nc1ccc(N2CCOCC2)cc1)CC(=O)Nc1cccc(C#N)c1	0%	-10%	-2%
77	C[C@@H](C(=O)Nc1ccc2ccccc2c1)[C@@H]1C[C@@]1(C)[C@@H](N)c1ccccc1	6%	?	?
78	Cc1ccc(S(=O)(=O)N2CCCCC2)cc1NC(=O)COc1ccccc1	-1%	?	?
79	CC(C)CNC(=O)c1c2c(nc3ccccc13)-c1ccccc1CC2	-3%	?	-24%
80	Cc1ccc(C(=O)Nc2nc3ccc(S(C)(=O)=O)cc3s2)cc1C	·	1%	-1%
81	CC(=O)N1c2ccc(S(=O)(=O)N3CCC(C(=O)Nc4ccc(C)cn4)CC3)cc2CC1C (stereo not given)	4%	?	?
82	c1ccc(-c2nnc(SCc3nc4ccccc4[nH]3)n2Cc2ccco2)cc1	8%	-21%	-18%
83	O=C(CSc1nnc(-c2ccc(F)cc2)n1CC1CCCO1)NCc1ccco1 (stereo not given)	1%	-6%	-14%
84	COc1ccc(-c2nc(CSCC(=O)NCCCN3CCCC3=O)c(C)o2)cc1	2%	1%	-1%
85	CCCCS(=O)(=O)N[C@@H](Cc1ccc(OCCCCC2CCNCC2)cc1)C(=O)O	·	-3%	3%
86	Cc1cnn(C(=S)NCCc2ccccc2)c1	2%	?	?
87	CCS(=O)(=O)c1nc(S(=O)(=O)c2ccc(C)cc2)c(NCC(C)C)s1	0%	?	?
88	COc1ccc(C(C(=O)NC2CCCC2)N(C(=O)c2ccco2)c2ccc(OC)c(OC)c2)cc1 (stereo not given)	2%	-16%	-4%
89	CC(=O)Nc1ccc(NC(=O)C(C)OC(=O)c2ccc3ccccc3n2)cc1 (stereo not given)	1%	1%	-7%
90	COc1cc(OC)c2nc(-c3cc4c(c(OC)c3)OCCN(C(=O)CC3NC(=O)c5ccccc53)C4)cc(C)c2c1 (stereo not given)	·	23µM*	?
91	O=C(CCCNC(=O)/C(=C\c1ccc(F)cc1)NC(=O)c1ccccc1)OCc1ccccc1	4%	-20%	-10%
92	Cc1ccc2cc(NC(=O)C3(C)CCN3CC(C)C)ccc2n1 (stereo not given)	·	-24%	-16%
93	COc1ccc(NC(=O)C2CCN(C(=O)NC3CCCCC3)CC2)c(OC)c1	2%	-23%	-12%

# 4 entries drawn at random from those above:
entry	Compound	TDP1 inh	DT40 TDP1 no CPT	DT40 TDP1 CPT
91	O=C(CCCNC(=O)/C(=C\c1ccc(F)cc1)NC(=O)c1ccccc1)OCc1ccccc1	4%	-20%	-10%
90	COc1cc(OC)c2nc(-c3cc4c(c(OC)c3)OCCN(C(=O)CC3NC(=O)c5ccccc53)C4)cc(C)c2c1 (stereo not given)	·	23µM*	?
89	CC(=O)Nc1ccc(NC(=O)C(C)OC(=O)c2ccc3ccccc3n2)cc1 (stereo not given)	1%	1%	-7%
93	COc1ccc(NC(=O)C2CCN(C(=O)NC3CCCCC3)CC2)c(OC)c1	2%	-23%	-12%
